Source: PubChem (several laboratories)
MT1-MMP act inh = blockers of MT1-MMP proenzyme processing, primary screen, HT1080 RFP-PRO-GFP cells, GFP/RFP fluorescence; Matrix metalloproteinase-14 (Homo sapiens), P50281; GFP/RFP ratio fluorescence, overnight; percent of plate control window, DMSO zero; GFP/RFP ratio change, % at 20 µM; 360,000 compounds, 0.061% hits; AID 651647, 2012;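 active = GFP/RFP ratio change of at least 30% with cell ATP level not reduced by more than half and red fluorescence within 50% of control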; also: strong numbers were not always called active
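Read-out: GFP/RFP fluorescence ratio; Test system: RFP-PRO-GFP reporter HT1080 cells; Compound dosing: single-point 20 µM compound, 1% DMSO; Times: overnight compound exposure at 37 °C.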
Rin1-Abl PPI inh = inhibitors of Rin1-Abl protein binding, primary screen, biochemical, TR-FRET | Tyrosine-protein kinase ABL1 (Homo sapiens) + Ras and Rab interactor 1 (Homo sapiens), … | inhibition, % at 7.35 µM | 360,000 compounds, 0.4% hits | AID 588664, 2011; in the data active = inhibition above about 5%, passing the limit was not always enough
E coli Lon inh = inhibitors of E. coli Lon protease, primary screen, biochemical, fluorescence polarization. P0A9M0. purified E. coli Lon protease. inhibition, % at 7.94 µM. 360,000 compounds, 0.42% hits; in the data active = inhibition above about 13%, passing the limit was not always enough;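 also: 0% = enzyme with probe and DMSO and 100% = no enzyme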
bovine MsrA act = bovine MsrA enzyme activators, primary screen, biochemical, absorbance, HTS. purified bovine MsrA, absorbance read-out. 360,000 compounds, 0.3% hits. activation, % at 10.6 µM. Methionine sulfoxide reductase A (Bos taurus); in the data active = activation above about 7.5%;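 also: 0% = vehicle and 100% = reference activator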
MsrA inhibitor = bovine MsrA enzyme inhibitors, primary screen, biochemical, absorbance, HTS | Methionine sulfoxide reductase A (Bos taurus) | purified bovine MsrA, absorbance read-out | inhibition, % at 15.5 µM | 360,000 compounds, 0.75% hits | AID 651718, 2012; in the data active = inhibition above about 4.5%;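 also: 0% = vehicle wells with enzyme and 100% = reference inhibitor wells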
CSN inh = inhibitors of CSN-mediated cullin deneddylation, primary screen, biochemical, fluorescence polarization, uHTS; COP9 signalosome complex subunit 5 (Homo sapiens), Q92905; Purified CSN, SCF-Nedd8-OG deneddylation; inhibition, % at 12.5 µM; 360,000 compounds, 0.38% hits; AID 651999, 2013;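 active = pattern-corrected inhibition above about 35%, with an unprinted fluorescence ratio check between 0.5 and 1.5, limit read from the data, passing the limit was not always enough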;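 also: 0% = enzyme with substrate and 100% = substrate without enzyme; some results filed as inactive read as strong as hits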
Target sequence (Q92905 whole entry, looked up, one chain of several): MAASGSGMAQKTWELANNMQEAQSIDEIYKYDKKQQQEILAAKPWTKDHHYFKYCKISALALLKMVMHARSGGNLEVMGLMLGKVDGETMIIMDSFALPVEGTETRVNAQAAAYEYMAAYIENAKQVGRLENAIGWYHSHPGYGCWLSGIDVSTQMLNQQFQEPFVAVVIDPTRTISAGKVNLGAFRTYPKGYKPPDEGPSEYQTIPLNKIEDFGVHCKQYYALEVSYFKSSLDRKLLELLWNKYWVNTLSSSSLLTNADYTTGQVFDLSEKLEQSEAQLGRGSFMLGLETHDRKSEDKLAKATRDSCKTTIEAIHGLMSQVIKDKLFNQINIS
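Material: human Csn5 produced in HEK293T cells; Input: enzyme 0.24 nM; Reagent: SCFSkp2-Nedd8OG substrate at 10 nM final; Dosing: 12.5 µM compound; Incubation: 90 min reaction at room temperature; Detection: fluorescence polarization of the substrate; Evaluation: % inhibition of substrate cleavage by Csn5; Control set: substrate-only high control, full reaction low control.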
MLLE-PAM2 inh = inhibitors of PABP1 MLLE–PAM2 peptide binding, primary screen, biochemical, fluorescence polarization, FITC-PAM2, GST-MLLE | Polyadenylate-binding protein 1 (Homo sapiens), P11940 | inhibition, % at 20 µM | AID 588489, 2011 | 360,000 compounds, 0.36% hits; in the data active = inhibition above about 35%, passing the limit was not always enough;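 also: plate controls were DMSO wells with GST-MLLE for no effect and wells lacking GST-MLLE protein for full effect; some results filed as inactive read as strong as hits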
Target sequence (P11940 whole entry, looked up): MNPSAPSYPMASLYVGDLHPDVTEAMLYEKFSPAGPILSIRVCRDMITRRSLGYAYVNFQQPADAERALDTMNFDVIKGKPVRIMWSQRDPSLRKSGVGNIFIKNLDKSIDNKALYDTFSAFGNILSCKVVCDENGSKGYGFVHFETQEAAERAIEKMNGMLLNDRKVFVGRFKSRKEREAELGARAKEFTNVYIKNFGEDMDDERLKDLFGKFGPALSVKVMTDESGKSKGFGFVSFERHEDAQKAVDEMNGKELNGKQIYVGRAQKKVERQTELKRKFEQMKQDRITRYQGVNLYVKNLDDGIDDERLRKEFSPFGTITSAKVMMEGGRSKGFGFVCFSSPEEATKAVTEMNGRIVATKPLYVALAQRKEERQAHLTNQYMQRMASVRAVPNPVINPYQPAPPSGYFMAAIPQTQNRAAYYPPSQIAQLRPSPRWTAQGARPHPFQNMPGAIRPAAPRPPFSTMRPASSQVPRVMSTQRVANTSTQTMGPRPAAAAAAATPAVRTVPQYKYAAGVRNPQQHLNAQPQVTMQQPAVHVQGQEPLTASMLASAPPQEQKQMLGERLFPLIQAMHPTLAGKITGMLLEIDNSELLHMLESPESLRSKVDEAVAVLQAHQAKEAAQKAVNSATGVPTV
Rpn11 inh = Rpn11 (PSMD14) deubiquitinase inhibitors, primary screen, biochemical, fluorescence polarization, uHTS. calls only at 20 µM. 26S proteasome non-ATPase regulatory subunit 14 (Homo sapiens), O00487. human 26S proteasome, Ub4-pepOG fluorescence polarization; 20S core pre-blocked with epoxomicin. AID 588493, 2011. 360,000 compounds, 0.59% hits;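 active = inhibition at 20 µM, scaled to each plate's controls, above about 33%, limit read from the data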
FAS-TE inh = FAS thioesterase domain inhibitors, primary screen, biochemical, fluorescence intensity, uHTS; recombinant FAS-TE, OMFH fluorogenic substrate, fluorescence endpoint; inhibition, % at 15 µM; 360,000 compounds, 0.67% hits;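 active = compounds whose normalised, plate-corrected inhibition of enzyme fluorescence in the single-dose primary screen is 50% or more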;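 also: 0% = DMSO with enzyme and 100% = substrate without enzyme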
Starred values were filed as active, the others as inactive; i = inactive; . = not tested or not shown.

SMILES	MT1-MMP act inh	Rin1-Abl PPI inh	E coli Lon inh	bovine MsrA act	MsrA inhibitor	CSN inh	MLLE-PAM2 inh	Rpn11 inh	FAS-TE inh
O=C(CNC(=O)C1COc2ccccc2O1)N/N=C\c1cccc(O)c1 (stereo not given)	1	1	1	-11	1.5	-5	-11	i	-9
CCSc1nnc(NC(=O)C2CCN(S(=O)(=O)c3ccccc3C(F)(F)F)CC2)s1	-2	-1	-5	-3	0.4	-5	4	i	25
Cc1nonc1-c1ccc2c(c1)OCO2	4	3	1	-1	-0.6	2	-4	i	-2
CCN(CCCNC(=O)C1CCN(S(=O)(=O)N2CCOCC2)CC1)c1cccc(C)c1	3	-2	5	0	-0.2	0	8	i	-6
COc1ccc(CNC(=O)c2nccnc2CO)cc1	2	1	11	0	-0.7	0	9	i	-11
O=C(COc1ncnc2c1cnn2-c1ccccc1)Nc1ccc(S(=O)(=O)N2CCCCC2)cc1	-2	8.8*	-5	-2	0.8	1	-1	i	21
O=C(O)C1CCCN1C(=O)c1cccs1 (stereo not given)	-1	1	-1	-2	-1.8	-2	9	i	-4
COc1ccc2c(c1)CCc1c(C(=O)NCCc3ccc(OC)c(OC)c3)noc1-2	-2	-1	0	-2	0.2	-4	-4	i	16
CCCCC[C@@H]1CCCCC[C@@H](O)C[C@H](O)[C@H](O)/C=C/C(=O)O1	1	.	-4	1	-0.4	-4	.	.	-11
O=[N+]([O-])c1ccc(N2CCN(Cc3ccccc3)CC2)c2c1no[n+]2[O-]	-180	-15	32*	0	-0.4	-6	52	i	-14
CCOCCCNC(=O)c1cn(CC)c2ccc(S(=O)(=O)N3CCCC3)cc2c1=O	-2	1	12	-1	2.3	-2	-4	i	-4
O=C(COC(=O)c1ccc(Br)cc1)NCc1ccc(F)cc1	2	1	7	0	-0.9	-8	0	i	6
Cc1nc(Cl)sc1C(=O)Nc1ccc(F)cc1	-1	-3	0	-2	0.1	-2	6	i	-2
CCC(C)n1c(SCC(=O)NCCc2ccc(S(N)(=O)=O)cc2)nc2ccsc2c1=O (stereo not given)	3	-2	2	-3	-0.2	-2	9	i	-9
CC(C)c1ccc(NC(=O)C2C3C=CC4(O3)C2C(=O)N(CCN2CCOCC2)C4C(=O)NC2CCCCC2)cc1 (stereo not given)	0	-1	-3	-2	0.4	1	5	i	-6
COc1cc2[nH]c3c(c2cc1OC)CCN1CCCC[C@@H]31	-4	-1	-3	-2	0.2	0	-26	i	4
CC(NC(=O)CCC(=O)Nc1ccccc1O)c1ccccc1 (stereo not given)	3	1	7	0	-0.1	2	0	i	-4
CC1CC(C)CN(C(=O)CCn2c(=O)oc3ccccc32)C1 (stereo not given)	-2	1	-6	-4	-2.9	0	-7	i	-2
COc1cccc(N2CC(C(=O)Nc3nnc(SCC(=O)NCC4CCCO4)s3)CC2=O)c1 (stereo not given)	-4	3	2	-4	0.4	6	-11	i	-5
CCNC(=O)NCCNC(=O)c1cc(OCC(F)(F)F)ccc1OCC(F)(F)F	-3	1	-5	-3	0.1	3	-11	i	-4
C#CCOCCOCCOCCNc1nc(N2CCOCC2)nc(N2CCN(C(=O)[C@H](CC(N)=O)n3cc(C(N)[C@@H](C)CC)nn3)CC2)n1 (stereo not given in full)	4	3	5	-5	1.5	2	-2	i	-7
Nc1c(-c2ccccc2)sc2ccc3ccccc3[n+]12	-10	0	11	-11	0.5	3	39*	i	2
CCCN(CC(=O)Nc1ccccc1OC)C(=O)Cn1c(=O)oc2ccccc21	-4	-2	6	0	-1.5	-2	0	i	-6
COc1cc(/C=C/C(=O)OCC(=O)NC(=O)NC23CC4CC(CC(C4)C2)C3)ccc1OCC#N	4	-2	9	-7	0.8	-9	-26	i	30
Cc1ccc(/C=C2/C(=N)N3N=C(CC(=O)N4CCCC4)SC3=NC2=O)o1	-3	1	-24	-9	3.4	6	-12	i	-3

Next section.
SMILES	MT1-MMP act inh	Rin1-Abl PPI inh	E coli Lon inh	bovine MsrA act	MsrA inhibitor	CSN inh	MLLE-PAM2 inh	Rpn11 inh	FAS-TE inh
Nc1ccc(Br)cc1-c1nc2ccccc2[nH]c1=O	-4	-2	6	-1	0.4	11	6	i	-1
COc1ccc(CCNC(=O)CC(C)(C)CC2=NS(=O)(=O)c3ccccc3N2)cc1OC	1	4	5	-5	-0.1	-4	8	i	-6
CCc1nc2ccccc2c(=O)n1NC(=O)c1c(O)c2ccccc2[nH]c1=O	6	-1	-3	-10	1.0	-1	-5	i	-8
COc1ccc([C@H]2C=C3CN(C(=O)OC(C)(C)C)S(=O)(=O)[C@H]3C[C@H]2OC(=O)c2ccc(C(F)(F)F)cc2)cc1	-2	3	-8	0	0.7	95	12	i	23
CC(=O)c1ccc(OCc2nnn(CC(=O)O)c2-c2ccccc2)cc1	-4	3	9	-4	-0.3	6	-1	i	-5
CCC(C)NC(=O)C1CC(=O)N(CCc2ccc(F)cc2)C1 (stereo not given)	-1	0	-3	-3	0.1	-2	-2	i	-5
O=C1/C(=C\c2ccc(O)c(O)c2)SC(=S)N1Cc1ccccc1	-38	0	-151	6	0.5	55*	-125	.	25
Cc1cc(=O)oc2c(C)c(OCC(=O)Nc3cccnc3)ccc12	-1	0	-1	-4	0.3	3	6	i	-2
COc1ccc(-n2nc(C(=O)NCC(=O)N3CCN(c4cccc(Cl)c4)CC3)c3ccccc3c2=O)c(OC)c1	1	-1	-8	-3	1.4	-1	-9	i	55*
CCn1cc(/C=C/C(=O)c2ccc(O)cc2)c(C)n1	-2	-2	-3	-7	4.1	3	-8	i	-8
COc1ccccc1NC(=O)c1nn(-c2ccc(F)c(F)c2)ccc1=O	0	-1	7	-9	0.1	0	-2	i	-3
Cc1ccc(CNC(=O)c2cc3c(=O)n4ccccc4nc3n(Cc3ccco3)c2=N)cc1	-6	0	-11	-7	1.5	14	-7	i	12
COc1ccc(/C=C/C(=O)NC(=S)NN2CCCCC2c2cccnc2)cc1OC (stereo not given)	3	0	4	-4	2.0	-4	-22	i	-3
CN(C)S(=O)(=O)c1cccc(NC(=O)COC(=O)c2ccc([N+](=O)[O-])o2)c1	-1	3	1	6	-0.5	-4	-1	i	-10
CCC(C)(C)C1CCC(NC(=O)c2ccc(S(=O)(=O)N3CCOCC3)cc2)CC1 (stereo not given)	5	-2	-5	-2	0.3	3	-26	i	25
CSc1ccccc1C(=O)NCCSc1ccccc1	4	7	-7	-9	0.0	0	1	i	-3
Cc1cc(C)c(C#N)c(SCC(=O)Nc2ccccc2)n1	1	4	-2	-6	-1.4	-7	10	i	9
CCOC(=O)c1sc(NC(=O)c2cc3c(s2)CCC(C)C3)nc1C (stereo not given)	1	4	1	0	-0.3	-5	-16	i	-5
COc1ccc(CC(=O)NNS(=O)(=O)c2ccc(F)cc2)cc1	3	-2	1	-2	1.0	1	-11	i	-4
COc1ccc2c(c1OC)C(=O)N1c3ccccc3C(=O)N(c3ccccc3F)C21 (stereo not given)	-13	-1	-13	1	0.4	-5	3	i	2
CN(C)c1cc(N/N=C\c2ccccc2)nc(N(C)C)n1	-4	0	2	-1	2.9	-3	32	i	12
O=C(NC(=S)N1CCN(c2ccc(Cl)cc2[N+](=O)[O-])CC1)c1ccco1	10	-2	-3	-2	-0.1	0	-13	i	1
COC(=O)COc1ccc(S(=O)(=O)Nc2ccc3c(c2)OCCO3)cc1Cl	2	1	-1	-2	-0.3	4	4	i	6
COc1ccc(CC(=O)O/N=C(\N)Cc2cccc3ccccc23)cc1OC	-7	-2	-27	-1	0.1	1	-19	i	-16
NS(=O)(=O)c1ccc(NC(=O)CSc2nnc(C3CC3)n2C2CC2)cc1	3	-1	-10	-4	0.8	2	-14	i	-7

The closing 5 compounds of the section before are carried over, then new ones follow.
SMILES	MT1-MMP act inh	Rin1-Abl PPI inh	E coli Lon inh	bovine MsrA act	MsrA inhibitor	CSN inh	MLLE-PAM2 inh	Rpn11 inh	FAS-TE inh
CN(C)c1cc(N/N=C\c2ccccc2)nc(N(C)C)n1	-4	0	2	-1	2.9	-3	32	i	12
O=C(NC(=S)N1CCN(c2ccc(Cl)cc2[N+](=O)[O-])CC1)c1ccco1	10	-2	-3	-2	-0.1	0	-13	i	1
COC(=O)COc1ccc(S(=O)(=O)Nc2ccc3c(c2)OCCO3)cc1Cl	2	1	-1	-2	-0.3	4	4	i	6
COc1ccc(CC(=O)O/N=C(\N)Cc2cccc3ccccc23)cc1OC	-7	-2	-27	-1	0.1	1	-19	i	-16
NS(=O)(=O)c1ccc(NC(=O)CSc2nnc(C3CC3)n2C2CC2)cc1	3	-1	-10	-4	0.8	2	-14	i	-7
O=C1COc2ccc(S(=O)(=O)CCC(=O)NC3CCCCC3)cc2N1	2	0	-2	-6	2.1	0	-2	i	-7
O=C(O)c1cn(CCOc2ccccc2Cl)c2ccccc12	2	1	0	-9	0.8	-14	8	i	1
COc1ccccc1NC(=O)C(C)N1C(=O)C2CCCCC2C1=O (stereo not given)	-1	3	4	-1	0.0	0	-10	i	-7
Nc1ncnc2c1ncn2[C@@H]1O[C@H](CNCc2ccc(-n3cccn3)cc2)[C@@H](O)[C@H]1O	4	-3	-2	-3	.	1	9	i	-7
Cc1cc(C)c(C(=O)c2ccccc2)c(C)c1	1	2	-15	-4	0.4	4	9	i	5
CCOc1ccc(CCNC(=O)CN(C)S(=O)(=O)c2ccc3c(c2)CCC(=O)N3)cc1OCC	5	-2	0	-1	0.2	0	1	i	-6
C=CCn1c(=NC(=O)c2ccco2)sc2cc(C(=O)OC)ccc21	3	0	9	-9	1.3	4	-12	i	-8
Cc1ccc(-c2noc(CN(C)C(=O)c3ccc(Br)o3)n2)cc1	1	0	-5	0	-0.2	4	-5	i	10
CCNc1nc(NCC)nc(SCCOc2ccc(C)cc2)n1	-2	3	2	-3	0.2	2	3	i	21
NCCCCCNC(=O)/C=N\O	1	3	3	-2	1.4	4	-1	i	-10
Oc1ccc(Nc2nc(N3CCCC3)c3ccccc3n2)cc1	10	1	-3	-12	2.9	3	-9	i	-14
CC(C)(C)c1csc(NC(=O)CSC2=NCCS2)n1	0	-3	2	0	-0.7	-2	2	i	-6
COCCN(CC(=O)Nc1cccc(C)c1C)C(=O)c1ccc2c(c1)OCO2	-3	5	0	-1	1.1	-1	5	i	-6
CN1CCN(c2ccc(CNC(=O)C3Cc4c(-c5ccccc5Oc5ccccc5)ccnc4O3)cc2)CC1 (stereo not given)	-1	-5	-6	-4	-0.8	-2	-8	i	-6
O=C(CCCc1nc(-c2ccccc2)no1)Nc1cccnc1	7	1	-4	-2	0.0	-1	-6	i	-4
O=C(c1ccc([N+](=O)[O-])cc1)N1CCN(c2ncc(Br)cn2)CC1	1	7	2	-2	0.8	4	1	i	2
COc1ccc(S(=O)(=O)NCCC(=O)NC(C)c2ccccc2)cc1 (stereo not given)	4	1	-2	-4	3.5	2	16	i	-6

Compounds as they come, and some 3.7% of all compounds hit somewhere here.
